Source: PubChem BioAssay (several laboratories)
Bim-Bcl-B: disrupts Bim peptide binding to human Bcl-B | bead-based flow cytometry | inhibition, % at 10 µM | 190,000 tested, 0.073% active | AID 951;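 further: 0% = tracer peptide without compound and 100% = reference inhibitor peptide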
Bim-Bcl-W: inhibitors of Bim-Bcl-W interaction, human; inhibition, % at 10 µM; AID 952; 190,000 tested, 0.02% active; Q92843; bead-based flow cytometry, Bim peptide-Bcl-W binding;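 further: 0% = bound tracer without compound and 100% = peptide blocker; higher means less fluorescent Bim peptide bound to Bcl-W beads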
Target sequence (Q92843 whole entry, looked up): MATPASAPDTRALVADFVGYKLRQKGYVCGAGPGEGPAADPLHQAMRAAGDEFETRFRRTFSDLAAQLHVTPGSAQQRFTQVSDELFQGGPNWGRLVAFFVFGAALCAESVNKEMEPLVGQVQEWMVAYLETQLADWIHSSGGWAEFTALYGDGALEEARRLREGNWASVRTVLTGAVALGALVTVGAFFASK
RGS8-Gao: human RGS8-Galphao interaction regulation. P09471. multiplexed bead flow cytometry, RGS8-Galphao binding; actives lie on both sides. response (percent of control binding), % at 10 µM. 220,000 tested, 0.34% active; in the data active means response below about 60% or above about 140%; inactive means in between;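 further: Galphao activated as the GDP aluminium fluoride complex binding bead-coupled RGS8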
Mcl-1 Bim block: disrupts Bim peptide binding to human Mcl-1. Q07820. Bead-based flow cytometry, Bim peptide-Mcl-1 binding. inhibition, % at 10 µM. 190,000 tested, 0.1% active;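 further: 0% = no compound tracer wells and 100% = peptide blocker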
Target sequence (Q07820 whole entry, looked up): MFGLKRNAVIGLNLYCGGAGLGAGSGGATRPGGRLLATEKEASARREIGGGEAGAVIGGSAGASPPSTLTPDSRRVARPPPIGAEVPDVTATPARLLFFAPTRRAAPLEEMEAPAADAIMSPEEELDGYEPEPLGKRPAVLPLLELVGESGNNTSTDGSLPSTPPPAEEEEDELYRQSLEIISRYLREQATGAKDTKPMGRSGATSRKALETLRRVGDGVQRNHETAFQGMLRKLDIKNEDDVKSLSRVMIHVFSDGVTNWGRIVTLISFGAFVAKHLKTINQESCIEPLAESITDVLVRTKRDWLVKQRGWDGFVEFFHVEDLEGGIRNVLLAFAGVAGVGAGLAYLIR
Mcl1 Noxa PPI: Mcl-1/Noxa interaction inhibition; inhibition, % at 21.7 µM; 220,000 tested, 1.5% active; TR-FRET Mcl-1/Noxa peptide binding, 2 h; Q07820;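 active means compounds that cut the protein-peptide binding signal by more than 50% relative to plate controls in a single-dose test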;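 further: His-tagged Mcl-1 with rhodamine Noxa BH3 peptide and terbium anti-His antibody; 0% = Mcl-1 plus Noxa peptide wells and 100% = peptide-only wells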
Bim-Bcl-XL: inhibitors of Bim-Bcl-XL interaction, human; Q07817; Bim peptide-Bcl-XL binding, bead flow cytometry, fluorescence; inhibition, % at 10 µM; 190,000 tested, 0.04% active
Target sequence (Q07817 whole entry, looked up): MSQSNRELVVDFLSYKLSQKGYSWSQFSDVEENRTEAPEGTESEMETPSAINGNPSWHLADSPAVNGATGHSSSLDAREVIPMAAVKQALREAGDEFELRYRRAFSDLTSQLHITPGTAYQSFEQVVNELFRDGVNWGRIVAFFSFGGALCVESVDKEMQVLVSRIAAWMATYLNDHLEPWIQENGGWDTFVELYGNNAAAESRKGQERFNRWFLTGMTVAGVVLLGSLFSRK
RGS7-Gao: regulators of human RGS7-Galphao interaction; P09471; Multiplexed bead flow cytometry, RGS7-Galphao binding; actives lie on both sides; 220,000 tested, 0.35% active; binding response (% of control), % at 10 µM; in the data active means binding response below about 49% or above about 150%; inconclusive means no clear call, values can overlap the other calls; inactive means in between;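 further: fluorescent Galphao held in activated GDP-AlF4 state binding bead-coupled RGS7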
RGS4-Gao reg: human RGS4-Galphao interaction regulation; P09471; Multiplexed bead flow cytometry, RGS4-Galphao binding; actives lie on both sides; binding response (% of control), % at 10 µM; 220,000 tested, 0.33% active; in the data active means binding response below about 49% or above about 150%; inactive means in between;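 further: fluorescent Galphao activated with aluminum fluoride binding bead-coupled RGS4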
Mcl1-Bid inh: Mcl-1/Bid interaction inhibition | TR-FRET Mcl-1/Bid-Dy647 peptide binding, 1536-well | inhibition, % at 21.7 µM | 220,000 tested, 0.97% active | AID 1021;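 active means compounds that cut the binding signal by more than half at the single screening dose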;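 further: His-tagged Mcl-1 with europium anti-His antibody binding Bid BH3 peptide; 0% = Mcl-1 plus peptide wells and 100% = peptide-only wells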
Bim-Bfl-1: human Bim-Bfl-1 interaction inhibition; Bead-based flow cytometry, Bim-Bfl-1 binding inhibition; inhibition, % at 10 µM; 190,000 tested, 0.12% active;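 further: 0% = wells without compound plus tracer and 100% = blocker peptide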
Bim-Bcl-2: disrupts Bim peptide binding to human Bcl-2. 190,000 tested, 0.06% active. P10415. Bead-based flow cytometry, Bim peptide-Bcl-2 binding. AID 950. inhibition, % at 10 µM; in the data active means inhibition above about 40%; inconclusive means no clear call, values can overlap the other calls;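 further: 0% = no compound wells with probe peptide and 100% = reference peptide inhibitor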
Target sequence (P10415 whole entry, looked up): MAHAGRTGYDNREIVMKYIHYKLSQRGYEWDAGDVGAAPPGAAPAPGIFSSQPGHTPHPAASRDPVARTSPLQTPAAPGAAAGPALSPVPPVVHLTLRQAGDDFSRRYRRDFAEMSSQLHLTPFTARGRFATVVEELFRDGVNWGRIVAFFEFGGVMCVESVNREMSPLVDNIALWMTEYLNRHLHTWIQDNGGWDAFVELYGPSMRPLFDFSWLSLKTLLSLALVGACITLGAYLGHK
* hit, by the source's call; ? = inconclusive; / = not tested or not shown. Unless noted, no stated cut-off is given here; in the data, active means inhibition above about 40%. Random draw from the library. About 2.7% of those tested had a hit in this group.

item	Bim-Bcl-B	Bim-Bcl-W	RGS8-Gao	Mcl-1 Bim block	Mcl1 Noxa PPI	Bim-Bcl-XL	RGS7-Gao	RGS4-Gao reg	Mcl1-Bid inh	Bim-Bfl-1	Bim-Bcl-2	SMILES
1	1	-2	103	3	-1	0	99	102	-8	-2	-1	CCOc1ccc(N2CCc3c(C)nc(SC)nc32)cc1
2	-1	0	98	0	1	3	96	95	-28	-5	-3	COCCN1Cc2c(sc(C)c2C)N(C(=O)c2ccccc2)C1
3	/	/	100	/	12	/	?	98	-13	/	/	COC(=O)c1cc(=O)n(-c2ccc(C(F)(F)F)cc2)[nH]1
4	1	-1	98	4	5	-4	100	100	-75	0	-2	COc1ccc(/C=C/C2=NC(=C\N(C)C)/C(=O)O2)cc1
5	-8	3	103	-4	2	0	104	107	-39	-13	-12	CCOc1nc(NCc2ccco2)nc(Nc2ccc(OC)cc2)n1
6	-9	-3	101	-3	-2	-8	99	105	-13	-11	-13	O=C(c1ccc(Cl)c(S(=O)(=O)N2CCCCCC2)c1)N1CCN(CCO)CC1
7	-10	-2	100	-7	16	-6	102	105	-4	-13	-9	CCCCc1ccc(NS(=O)(=O)N(C)C)cc1
8	/	/	89	/	15	/	?	92	-99	/	/	C[C@@H]1Cc2c(O)c(O)cc(O)c2C(=O)O1
9	-1	-4	101	0	7	0	101	99	-43	-7	-1	CN(CC(=O)Nc1ccc(N2CCOCC2)cc1)Cc1cc(=O)n2ccsc2n1
10	-4	-1	104	-3	18	-4	103	100	39	-2	-2	CCOC(=O)/C(C#N)=C/c1ccc(OCC(=O)Nc2ccc(OC)cc2)c(OC)c1
11	-3	-7	102	-3	15	0	102	105	-4	-3	-2	Cc1ccc(C)c(NC(=O)C2Cc3ccccc3CN2C(=O)OCc2ccccc2)c1 (configuration not stated)
12	0	0	105	0	6	-1	102	102	-3	-1	0	C/C(NC(=O)c1cccc(F)c1)=C1/C(=O)C[C@@H]2[C@H]1C2(C)C
13	1	-2	97	-1	9	1	98	94	11	2	0	O=C(O)c1ccc(-c2nc(-c3cccc(C(F)(F)F)c3)cs2)cc1
14	-3	0	102	2	2	-2	101	102	-8	-1	2	COc1ccc(N(C(=O)C2CSC(=O)C2)C(C(=O)NC(C)(C)C)c2ccncc2)cc1 (configuration not stated)
15	/	/	104	/	-84	/	?	97	-105	/	/	CC(C)C(=O)Nc1ccc(C(=O)NNC(=S)NC(=O)c2ccco2)cc1
16	-4	-2	101	0	5	-5	99	100	3	-9	-10	COc1ccc(OC)c(NC(=O)CSCC(=O)O)c1
17	-11	-4	100	-7	-3	-4	96	101	-46	-7	-8	Cc1ccc2cc(CN(CCCN(C)C)C(=S)NCc3ccccc3)c(=O)[nH]c2c1C
18	0	-3	104	0	29	-2	103	98	31	-3	-3	CC(=O)c1cc2c(cc1NC(=O)CN1CCCCC1C)OCO2 (configuration not stated)
19	0	-3	90	8	16	-2	96	93	24	6	1	CC12CCC(C(=O)N(CCCN3CCN(Cc4ccccc4)CC3)C1=O)C2(C)C (configuration not stated)
20	-6	2	101	0	11	-8	98	101	-42	-9	-6	COC(=O)CS(=O)(=O)c1cc(Br)cc2c1N(C(C)=O)CC2
21	-2	5	97	1	8	3	97	101	-29	0	4	O=C1CC2c3ccccc3C1C1C(=O)N(CCO)C(=O)C21 (configuration not stated)
22	-9	-3	103	-6	18	-12	104	103	-5	-19	-11	O=C1NC(c2ccccc2)(C(F)(F)F)C(=O)N1Cc1cccnc1 (configuration not stated)
23	6	12	93	1	-6	13	95	98	-34	4	6	Cn1cnnc1SCC(=O)Nc1ccc2nc(SCc3cccc4ccccc34)sc2c1
24	-5	0	104	1	16	0	97	106	-24	-9	-4	CCOC(=O)N1CCC(NC(=O)c2cc(-c3ccc(F)cc3)[nH]c2C)CC1
25	-5	-1	103	-4	5	-7	106	105	-4	-21	-6	O=C(CC1CC2CCC1C2)NCc1cccs1 (configuration not stated)
26	/	/	100	/	4	/	?	100	-9	/	/	CCOC(=O)Cn1cc(Cl)c(=O)c(Cl)c1
27	-11	-8	101	-7	15	-8	100	99	-5	-6	-3	COc1ccccc1N(CC(=O)NCC1CCCO1)C(=O)CCC(=O)Nc1nccs1 (configuration not stated)
28	-1	-1	99	0	8	-1	97	98	-2	1	1	COc1ccc(CNC(=O)c2ccc(Br)o2)cc1
29	-2	-3	98	-2	-10	-2	95	100	-10	-6	-3	CCNC(=O)c1ccccc1SCc1ccccc1
30	-9	1	100	-5	8	-3	106	107	-12	-1	-6	O=C(NC1CCCC1)C(c1ccncc1)N(Cc1ccco1)C(=O)c1ccc(-c2ccccc2)[nH]1 (configuration not stated)
31	-8	-2	101	0	-34	-6	98	103	-46	-8	-13	O=C(NNC(=S)Nc1cccc(C(F)(F)F)c1)c1ccc(Cl)cc1Cl
32	4	5	106	1	21	1	104	105	-9	2	0	COC(=O)c1[nH]c2ccccc2c1NC(=O)CN1CCN(c2cccc(Cl)c2)CC1

2 entries from above, in transposed form.
27	COc1ccccc1N(CC(=O)NCC1CCCO1)C(=O)CCC(=O)Nc1nccs1 (configuration not stated)
28	COc1ccc(CNC(=O)c2ccc(Br)o2)cc1
Screen / compound no.,27,28
Bim-Bcl-B,-11,-1
Bim-Bcl-W,-8,-1
RGS8-Gao,101,99
Mcl-1 Bim block,-7,0
Mcl1 Noxa PPI,15,8
Bim-Bcl-XL,-8,-1
RGS7-Gao,100,97
RGS4-Gao reg,99,98
Mcl1-Bid inh,-5,-2
Bim-Bfl-1,-6,1
Bim-Bcl-2,-3,1

Already shown: an excerpt of the list.
item	Bim-Bcl-B	Bim-Bcl-W	RGS8-Gao	Mcl-1 Bim block	Mcl1 Noxa PPI	Bim-Bcl-XL	RGS7-Gao	RGS4-Gao reg	Mcl1-Bid inh	Bim-Bfl-1	Bim-Bcl-2	SMILES
23	6	12	93	1	-6	13	95	98	-34	4	6	Cn1cnnc1SCC(=O)Nc1ccc2nc(SCc3cccc4ccccc34)sc2c1
24	-5	0	104	1	16	0	97	106	-24	-9	-4	CCOC(=O)N1CCC(NC(=O)c2cc(-c3ccc(F)cc3)[nH]c2C)CC1
25	-5	-1	103	-4	5	-7	106	105	-4	-21	-6	O=C(CC1CC2CCC1C2)NCc1cccs1 (configuration not stated)
26	/	/	100	/	4	/	?	100	-9	/	/	CCOC(=O)Cn1cc(Cl)c(=O)c(Cl)c1
27	-11	-8	101	-7	15	-8	100	99	-5	-6	-3	COc1ccccc1N(CC(=O)NCC1CCCO1)C(=O)CCC(=O)Nc1nccs1 (configuration not stated)
28	-1	-1	99	0	8	-1	97	98	-2	1	1	COc1ccc(CNC(=O)c2ccc(Br)o2)cc1
29	-2	-3	98	-2	-10	-2	95	100	-10	-6	-3	CCNC(=O)c1ccccc1SCc1ccccc1

Next section:
item	Bim-Bcl-B	Bim-Bcl-W	RGS8-Gao	Mcl-1 Bim block	Mcl1 Noxa PPI	Bim-Bcl-XL	RGS7-Gao	RGS4-Gao reg	Mcl1-Bid inh	Bim-Bfl-1	Bim-Bcl-2	SMILES
33	-3	-1	95	-1	1	-4	87	91	-15	0	1	CN1CCN(C(=O)C2(NC(=O)Nc3ccccc3Cl)CCCCC2)CC1
34	-2	-2	100	0	-2	-3	?	102	-40	-6	0	Cc1nc(-n2nnc(CO)c2CO)nc2c1CCC2
35	/	/	99	/	1	/	?	103	-18	/	/	CCNC(=O)c1ccccc1-c1nc(-c2ccccc2OC)no1
36	-2	2	98	0	18	0	98	100	-27	-13	-6	Cc1ccc(S(=O)(=O)/N=C(\N)Nc2nc(C)c3ccc(C)cc3n2)cc1
37	-7	0	101	-3	20	-3	?	100	-42	-2	-1	NC(=S)Nc1ccc2c(c1)OCO2
38	-1	0	98	0	28	-1	98	100	-10	-2	-3	COc1cccc(-c2cn3nc(C)c(C)nc3n2)c1
39	-6	-2	100	-1	-60	-3	101	99	-6	-9	-4	CC1(C)CC(=O)C(N=Nc2ccc(-c3ccccc3)cc2)=C(O)C1
40	-6	-2	100	-5	11	-2	99	100	-2	5	0	N=c1sccn1CC(=O)N1N=C(c2ccc(Cl)cc2)CC1c1ccco1 (configuration not stated)
41	8	7	94	7	12	10	100	99	8	14	12	Cc1ccc(Sc2ccc(NC(=O)CCl)cc2)cc1C
42	-5	1	100	2	4	-7	101	101	-17	-8	-5	CCOC(=O)C(C#N)C(Cc1ccccc1)c1ccco1 (configuration not stated)
43	0	3	103	0	-3	-3	102	101	-2	-9	-7	Cc1cc(C)n2cc(CSc3nnc(SCc4cn5c(C)cc(C)nc5n4)s3)nc2n1
44	-4	-4	99	-1	6	-4	92	99	-33	-4	-1	C1CC(CN2CCOCC2)CN(Cc2nc(CC3CC3)no2)C1 (configuration not stated)
45	/	/	101	/	21	/	?	98	-9	/	/	CCCC(=O)Nc1ccc2c(c1)nc(CCNC(=O)c1ccco1)n2C
46	0	1	103	0	25	-1	103	103	5	-1	-4	O=C(NCCNC(=O)c1cc(OCC(F)(F)F)ccc1OCC(F)(F)F)Nc1ccc(OC(F)(F)F)cc1
47	-8	3	104	1	-36	-2	101	102	14	-8	-9	CCOC(=O)Cn1c(=O)oc2cc(S(=O)(=O)N3CCN(c4ccccn4)CC3)ccc21
48	0	0	94	-1	7	0	95	98	-11	0	-5	CCOc1ccc(-n2c(Cc3cc(=O)[nH]c(=O)[nH]3)nnc2SCC(N)=O)cc1
49	1	-1	101	0	-25	1	100	98	5	0	0	CCCOc1ccc(/C=C/C(=O)Nc2ccc([N+](=O)[O-])cc2C)cc1
50	9	-1	100	0	14	6	101	98	-8	11	8	O=C1c2ccc(Oc3ccc4c(c3)C(=O)N(CCCO)C4=O)cc2C(=O)N1CCCO
51	0	0	102	0	-5	0	102	103	-2	-3	0	Clc1ccc(COn2c(-c3ccc(Cl)cc3)nc3ccccc32)cc1
52	-12	-1	100	-7	14	-7	97	98	13	-15	-11	CCCCn1c(CN(C)Cc2ccccc2)nc2c1c(=O)n(C)c(=O)n2C
53	0	2	96	2	-7	1	102	102	-9	-5	-1	CCCNS(=O)(=O)/C=C/c1ccccc1
54	-2	-2	100	1	15	-1	98	99	3	-3	-2	CC1=C(c2ccc(C)cc2)[N+](=O)C(C)(C)N1[O-]
55	-2	0	102	0	5	0	98	97	7	-5	-2	CC(=O)NS(=O)(=O)c1ccc(N=NN2CCCCCC2)cc1
56	0	-4	99	-5	14	0	93	97	0	-5	-14	CCc1ccc2nc(N3C(=O)c4oc5ccccc5c(=O)c4C3c3ccc(OC)c(OC)c3)sc2c1 (configuration not stated)
57	-4	0	100	-3	24	-1	107	100	-6	-4	-1	Cc1ccc(Nc2nc3nonc3[nH]c2=O)cc1Cl
58	-9	-2	102	-3	20	-8	96	94	-34	-11	-5	Cc1cc(NC(=O)CSc2nnc(NC(=O)C3CC(=O)N(c4ccccc4C)C3)s2)no1 (configuration not stated)

Structures from the list above that have a thiophene ring, fused or not:
item	Bim-Bcl-B	Bim-Bcl-W	RGS8-Gao	Mcl-1 Bim block	Mcl1 Noxa PPI	Bim-Bcl-XL	RGS7-Gao	RGS4-Gao reg	Mcl1-Bid inh	Bim-Bfl-1	Bim-Bcl-2	SMILES
2	-1	0	98	0	1	3	96	95	-28	-5	-3	COCCN1Cc2c(sc(C)c2C)N(C(=O)c2ccccc2)C1
25	-5	-1	103	-4	5	-7	106	105	-4	-21	-6	O=C(CC1CC2CCC1C2)NCc1cccs1 (configuration not stated)
